CHRM5 PAM: CHRM5 positive allosteric modulation; P08912; CHO-K1 hM5, Fluo-8 calcium, ACh EC20 PAM; 0% = ACh EC20, 100% = ACh EC100; activation, % at 3 µM; 360,000 tested, 0.3% active; AID 624038;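 active means activation above the run cutoff, the mean activation of all test compounds plus 3 SD, cut at about 18% in these data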
Target sequence (P08912 whole entry, looked up): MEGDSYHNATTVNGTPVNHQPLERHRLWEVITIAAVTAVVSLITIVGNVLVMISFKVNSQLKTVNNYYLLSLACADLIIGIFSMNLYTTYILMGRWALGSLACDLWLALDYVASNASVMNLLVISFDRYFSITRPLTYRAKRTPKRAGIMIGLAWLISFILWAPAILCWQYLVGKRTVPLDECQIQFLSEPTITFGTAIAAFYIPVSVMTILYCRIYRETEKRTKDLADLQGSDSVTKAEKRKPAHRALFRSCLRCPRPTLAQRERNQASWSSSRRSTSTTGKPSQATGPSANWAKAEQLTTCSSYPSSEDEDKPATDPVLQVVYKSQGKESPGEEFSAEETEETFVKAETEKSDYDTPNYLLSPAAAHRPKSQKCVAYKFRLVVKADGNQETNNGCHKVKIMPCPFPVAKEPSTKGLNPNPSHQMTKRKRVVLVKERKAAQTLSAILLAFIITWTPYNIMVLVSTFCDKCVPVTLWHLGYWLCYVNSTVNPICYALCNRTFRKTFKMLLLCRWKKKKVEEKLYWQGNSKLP
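system = human M5 receptor in CHO-K1 cells | compound = one concentration, 3 µM final (nominal) | schedule = Post-acetylcholine fluorescence recording 140 s | signal = Fluo-8 calcium dye fluorescence, kinetic read | benchmarks = low control EC20 acetylcholine (0%), high control EC100 acetylcholine (100%) | repeats = singlicate, one well per test compound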
CHRM5 antagonist: CHRM5 antagonism in calcium assay. inhibition, % at 3 µM. CHO-hM5 cells, Fluo-8 calcium fluorescence, ACh EC80. 360,000 tested, 0.59% active;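 active means inhibition above a per-plate cutoff, the mean of that plate's test compounds plus 3 SD, cut at about 27% in these data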;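 further: 0% = acetylcholine EC80 with DMSO and 100% = DMSO without agonist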
M4 ag: agonists of human muscarinic M4 receptor (CHRM4); P08173; CHO-K1 hM4/Gqi5, Fluo-8 calcium fluorescence; vehicle 0%, full acetylcholine response 100%; activation, % at 3 µM; 360,000 tested, 0.14% active; AID 624127;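 active means activation above the run mean over all test wells plus 3 SD, cut at about 32% in these data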;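 further: peak over basal fluorescence ratio per well then scaled between controls; 0% = DMSO wells and 100% = acetylcholine at EC100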
Target sequence (P08173 whole entry, looked up): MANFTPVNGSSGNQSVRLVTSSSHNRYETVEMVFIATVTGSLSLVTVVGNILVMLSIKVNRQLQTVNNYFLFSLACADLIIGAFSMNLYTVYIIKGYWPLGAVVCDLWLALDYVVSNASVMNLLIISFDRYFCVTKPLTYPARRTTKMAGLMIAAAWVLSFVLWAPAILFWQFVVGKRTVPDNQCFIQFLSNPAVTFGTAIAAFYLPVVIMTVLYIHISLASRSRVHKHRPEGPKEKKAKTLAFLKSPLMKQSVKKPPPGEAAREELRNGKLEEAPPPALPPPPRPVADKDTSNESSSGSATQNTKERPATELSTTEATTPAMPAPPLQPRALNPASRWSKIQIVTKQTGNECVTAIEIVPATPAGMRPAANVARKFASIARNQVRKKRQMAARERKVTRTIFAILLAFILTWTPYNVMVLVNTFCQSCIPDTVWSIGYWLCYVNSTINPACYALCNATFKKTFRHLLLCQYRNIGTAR
CRFR2-BP antag: antagonists of CRF-binding protein/CRF-R2 receptor complex | inhibition, % at 11.8 µM | AID 588475 | 350,000 tested, 0.59% active | HEK293 CRF-R2/CRF-BP, CRF-induced calcium fluorescence;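 active means inhibition of the ligand-induced calcium signal above about 50% at the single tested concentration, limit read from the data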
CHRM5 agonist: CHRM5 agonism in calcium assay; activation, % at 3 µM; AID 624037; CHO-K1 hM5 cells, Fluo-8 calcium fluorescence; 0% DMSO wells, 100% maximal acetylcholine response; 360,000 tested, 0.19% active;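 active means activation above the run's mean over test compounds plus 3 SD, cut at about 23% in these data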;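 further: signal is peak over basal fluorescence ratio across the kinetic read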
M4 antag: CHRM4 antagonism in calcium assay; P08173; CHO-hM4 cells, ACh EC80, Fluo-8 calcium fluorescence; inhibition, % at 3 µM; 360,000 tested, 0.73% active;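 active means inhibition above its plate's cutoff, the mean inhibition of sample wells plus 3 SD, cut at about 27% in these data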;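 further: 0% = acetylcholine EC80 with DMSO and 100% = DMSO without agonist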
CRFR2-BP ag: agonists of human CRF-binding protein/CRF-R2 receptor complex; HEK293 CRF-R2/CRF-BP, calcium dye fluorescence (FLIPR); percent of saturating CRF peptide response; activation, % at 13.2 µM; 350,000 tested, 0.46% active; AID 588473;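 active means activation of at least 50%, plus an integration ratio under a set limit after plate pattern correction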;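 further: plate controls were neutral control wells without compound for no effect and CRF at EC100 for full effect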
IDE cell inh: inhibits human insulin-degrading enzyme in HEK cells; P14735; FAbetaB cleavage, fluorescence polarization; inhibition, % at 5.59 µM; 320,000 tested, 0.41% active;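 active means percent inhibition above the average of all tested compounds plus 3 SD, set per screening campaign, cut at about 16% in these data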;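 further: IDE supplied by intact live HEK cells; FP after avidin binding of uncleaved biotin substrate so inhibition keeps polarization high; 0% = DMSO wells and 100% = 60 µM reference IDE inhibitor Ii1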
M4 PAM: positive allosteric modulators of human muscarinic M4 receptor | P08173 | CHO-K1 hM4/Gqi5, Fluo-8 calcium fluorescence, ACh EC20; 0% = ACh EC20, 100% = maximal ACh | activation, % at 3 µM | 360,000 tested, 0.4% active | AID 624126;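 active means activation above its plate's cutoff, the mean activation of sample wells plus 3 SD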; further: some results filed as inactive read as strong as hits
An asterisk follows results filed as active; nt = no result given. This is a random part of the collection. About 2.9% of those tested had a hit in this group.

Compound | CHRM5 PAM | CHRM5 antagonist | M4 ag | CRFR2-BP antag | CHRM5 agonist | M4 antag | CRFR2-BP ag | IDE cell inh | M4 PAM
Cc1ccc(S(=O)(=O)N2CCCCC2)cc1NC(=O)COC(=O)Cc1cccc(C(F)(F)F)c1 | -16 | 14 | 8 | -1 | 4 | 11 | 2.2 | 7 | -19
O=C(COc1ncnc2ccccc12)NC1CCCCC1 | 8 | -5 | 0 | -16 | 1 | -6 | 0.9 | -2 | 8
CCC(C)NCCOCCSc1ccc(Cl)cc1 (stereo unspecified) | 4 | -6 | 1 | 2 | -5 | 12 | -0.1 | -2 | -19
COc1cccc(/C=C2\SC(=S)N(N3CCOCC3)C2=O)c1OC | -1 | 1 | 1 | 9 | 0 | -2 | -1.8 | 0 | 4
Cc1cc(Cl)c(OCCN2C(=O)NC(C)(C)C2=O)c(Br)c1 | -3 | 3 | 2 | -26 | 0 | 19 | -0.8 | -5 | -5
Cc1ccc(NC(=O)c2ccc3nc(N4CCOCC4)sc3c2)c(Cl)c1 | 0 | 3 | 1 | 15 | 5 | -3 | -0.9 | 4 | -4
OC(CSc1ccccc1)CN1CCN(c2ccccc2)CC1 (stereo unspecified) | -9 | 4 | 15 | -9 | -9 | 1 | -3.1 | nt | -4
CN(C)c1ccc(CNC(=O)C2Cc3c(-c4ccccc4Oc4ccccc4)ccnc3O2)cc1 (stereo unspecified) | 0 | -4 | -2 | nt | -1 | -13 | nt | nt | 4
CCC1NC(=O)c2cc3ccccc3cc2-n2c1nc1cc(F)ccc1c2=O (stereo unspecified) | -3 | 2 | 1 | 12 | -2 | -10 | 1.2 | nt | 4
CC1Cc2[nH]c(=S)[nH]c(=O)c2C(C(C)C)O1 (stereo unspecified) | 2 | 16 | 0 | nt | 4 | 3 | nt | nt | 6
NNC(=O)CC1=NNC(=O)C1 | 10 | 0 | 1 | -7 | 5 | 3 | 4.2 | nt | 0
CN1CC(c2ccccc2)C(c2ccc(Cl)cc2)=N1 (stereo unspecified) | -12 | 4 | -2 | -21 | -7 | -3 | -0.4 | 1 | -8
COc1cccc(-c2ncc3ccccc3c2COC(=O)c2ccc(Br)cc2)c1 | -4 | 19 | -1 | -9 | -1 | -4 | 2.7 | 1 | 4
Cc1cccc(N2CCN(C(=O)CCS(=O)(=O)c3ccc4c(c3)NC(=O)C(C)S4)CC2)c1C (stereo unspecified) | -2 | 8 | 1 | -26 | -5 | -16 | 2.1 | -3 | 4
Cc1nn(-c2ccccc2)c(Cl)c1/C=N/NC(=O)c1cccnc1 | 5 | -1 | 7 | 1 | -1 | -6 | -1.5 | 5 | 12
COC(=O)c1cc(C)sc1NC(=O)C1C2C=CC(CC2)C1C(=O)O (stereo unspecified) | -2 | 0 | 0 | 6 | -1 | 3 | 2.3 | -4 | 3
COC(=O)C1CCN(C(=O)C2CCN(C(=O)[C@@H](NS(=O)(=O)c3ccc(C)cc3)C(C)C)CC2)CC1 | 0 | 7 | 1 | -7 | 1 | -25 | 0.0 | 2 | 2
Nc1cc(N)nc(SCC(=O)NCCC2=CCCCC2)n1 | 6 | -4 | 1 | -8 | 4 | 13 | -0.9 | 3 | -5
N#CCSc1nnc(SCC#N)s1 | -1 | 3 | 0 | 0 | 1 | 0 | 2.6 | -3 | -4
CCn1cc([N+](=O)[O-])c(C(=O)Nc2ccn(C34CC5CC(CC(C5)C3)C4)n2)n1 | -4 | 5 | 5 | 7 | 6 | -3 | -0.7 | -1 | -1
CCCCNC(=O)CN(C1CCCCC1)S(C)(=O)=O | 6 | -5 | 0 | 1 | 1 | 12 | -0.9 | 5 | 0
CN(C(=O)CSc1nnc(-c2ccncc2)n1C)C1CCS(=O)(=O)C1 (stereo unspecified) | 2 | 0 | 0 | 26 | -2 | -4 | -1.5 | 5 | -5
Oc1c(Br)cc(Br)cc1C=Nc1ccc2c(c1)OCO2 | 1 | -4 | 0 | 18 | -2 | -2 | 1.3 | 9 | -6
Cn1c(=O)[nH]c(=O)c2c1nc(Br)n2Cc1cccc(Br)c1 | 4 | -3 | 3 | -27 | 3 | 4 | -1.9 | 1 | -2
CCCCNC(=O)c1ccc2nc(CC)c(N(C)Cc3cccs3)n2c1 | -7 | 9 | 7 | nt | 0 | -9 | nt | nt | -10
COc1ccc(-c2[nH]ncc2CN(C)CCc2c(C)n[nH]c2C)c(F)c1 | 3 | -16 | 1 | -18 | -2 | 2 | -0.2 | 4 | 8
O=c1cc(-c2ccsc2)oc2ccccc12 | 7 | 2 | 1 | 4 | 0 | 7 | -1.2 | 5 | -2
O=c1[nH]c2ccccc2c2cn(-c3ccccc3)nc12 | -2 | 7 | 4 | 3 | -3 | -5 | -1.3 | 0 | -2
Fc1ccc(/C=N/N2CCCCC2)c(F)c1 | 3 | 0 | 1 | 3 | -4 | 7 | 0.2 | 6 | 2
O=C(Oc1ccc(-c2csnn2)cc1)C1CC1 | 17 | -5 | 0 | 4 | -7 | -30 | -0.6 | 2 | 9
COc1ccc(C(=O)NCC2CCCCC2)cc1S(=O)(=O)N1CCOCC1 | 11 | -5 | 3 | 1 | 3 | -9 | -1.0 | -2 | 7
COc1ccc(NC(=O)CCSc2nnnn2C)cc1 | 5 | 1 | 1 | -9 | -1 | 1 | 1.1 | 3 | 7
C[C@H]1CN=C(N(C)C)N1CC1CCC(C(C)(C)C)CC1 (stereo partly specified) | -26 | 2 | 5 | -13 | -12 | 21 | 4.3 | -1 | -19
Cc1cc(NC(=O)CCC(=O)N(c2ccccc2)C(C(=O)NC2CCCC2)c2ccccc2F)no1 (stereo unspecified) | -9 | 15 | 10 | -2 | -3 | -3 | -0.6 | -2 | -2
CCCCN=c1scc(-c2ccc3c(c2)NC(=O)CO3)n1N=C1CCCC1 | -10 | 6 | 3 | -13 | -4 | 6 | 0.7 | 1 | -8
COc1ccccc1C(=O)N/N=C(\C)c1ccc(NC(=O)Cc2ccccc2)cc1 | 1 | -4 | 3 | -3 | -2 | 1 | 0.6 | 7 | -2
CCCCCCCn1c(=N)n(CC(=O)c2ccco2)c2ccccc21 | -2 | 0 | 3 | -9 | -2 | -7 | 0.6 | -5 | 0
CCc1ccc(OCC(=O)NNC(=O)c2cnccn2)c(Br)c1 | 3 | -5 | 1 | -4 | -5 | -19 | -3.5 | 4 | 20*
CCOc1ccc(Nc2nc(N3CCCCC3)nc(N3CCCCC3)n2)cc1 | 4 | 0 | 1 | 6 | -1 | -5 | -1.9 | 2 | 1
COc1ccccc1N1CCN(C(=O)c2cc(=O)c3c(C)cc(C)cc3o2)CC1 | 0 | 7 | 1 | 2 | -3 | -1 | -2.0 | 6 | 5

The last 2 compounds of the part above come first, to join the parts:
Compound | CHRM5 PAM | CHRM5 antagonist | M4 ag | CRFR2-BP antag | CHRM5 agonist | M4 antag | CRFR2-BP ag | IDE cell inh | M4 PAM
CCOc1ccc(Nc2nc(N3CCCCC3)nc(N3CCCCC3)n2)cc1 | 4 | 0 | 1 | 6 | -1 | -5 | -1.9 | 2 | 1
COc1ccccc1N1CCN(C(=O)c2cc(=O)c3c(C)cc(C)cc3o2)CC1 | 0 | 7 | 1 | 2 | -3 | -1 | -2.0 | 6 | 5
CCN(CC(=O)Nc1c(F)cccc1F)C(=O)c1ccc(=O)n(Cc2ccccc2)n1 | -5 | 6 | 2 | 7 | -3 | -12 | -0.3 | 4 | 12
Cc1ncc(CO)c(/C=N/NC(=O)c2cc3c(s2)CCCC3)c1O | 3 | 3 | 2 | -24 | 1 | -1 | 25 | 11 | 0
Cc1ccc2c(c1)nnn2C1CCN(CC(=O)NCCc2ccccc2)CC1 | -4 | -2 | 5 | -10 | 3 | 5 | -0.8 | -2 | -2
CC(C)(C)c1ccc(S(=O)(=O)NC(=O)C2(C)CCN2C(=O)C2(c3ccccc3)CC2)cc1 (stereo unspecified) | 0 | 0 | 1 | nt | 3 | -4 | nt | nt | 1
Cc1nc2ccccc2nc1NS(=O)(=O)c1ccc(N)cc1 | -3 | 11 | 2 | -1 | -3 | 3 | 1.0 | 2 | -8
CCC(C)N(C)C1CCN(C(=S)Nc2ccc(OC)cc2)CC1 (stereo unspecified) | 2 | 6 | 0 | -2 | -1 | 5 | 2.4 | 1 | -2
COc1ccccc1N1C(=O)c2cccnc2C1=O | 1 | 8 | 0 | 12 | 2 | -2 | -0.9 | 2 | -1
CN(Cc1nc2ccccc2c(=O)[nH]1)C(=O)c1cccc(S(=O)(=O)N2CCc3ccccc32)c1 | -8 | -1 | 9 | 1 | -4 | -4 | -0.3 | 8 | -5
CC(=O)Oc1c(C)c(C)c2c(c1C)CC[C@@](C)(CCC[C@H](C)CCC[C@H](C)CCCC(C)C)O2 | 2 | 2 | 0 | 2 | 1 | -5 | 6.5 | 4 | 1
CSCCC(NC(=O)c1ccccc1Br)C(=O)NCC1CCCCC1 (stereo unspecified) | -6 | 13 | 1 | 4 | -5 | -25 | 1.2 | 2 | 6
Nc1nnc(SCCOc2ccc(Br)cc2)s1 | -11 | 4 | 2 | 12 | -1 | -6 | 0.6 | -5 | 0
CNC(=O)CN1C(=O)CSc2ncccc21 | -4 | -3 | 0 | 6 | 1 | -12 | -1.4 | 1 | 5
CC(C)CCNc1c(-c2cccs2)nc2ccccn12 | -3 | -6 | 3 | -11 | 0 | -12 | -3.5 | 9 | -4
O=C(Nc1ccc(Nc2ccccc2)cc1)c1ccc(Cl)cc1[N+](=O)[O-] | -1 | 7 | 2 | -11 | -4 | 5 | -0.4 | 0 | -2
OCCCNc1nc(-c2ccc(Br)cc2)nnc1-c1ccc(Cl)cc1 | -1 | -7 | 1 | 11 | -5 | 8 | 0.4 | -2 | 9
Cc1cccc(CSc2nc3ccccc3c(=O)n2C)c1 | -17 | 18 | 7 | 17 | 6 | 7 | 3.1 | 4 | -2
Cc1ccc(S(=O)(=O)NC(=O)C2(C)CCN2C(=O)c2ccccc2CCc2ccccc2)cc1 (stereo unspecified) | -1 | 0 | 0 | nt | 1 | 5 | nt | nt | -9
COn1c(-c2ccc(Cl)cc2Cl)nc2ncccc21 | 3 | 0 | 2 | 34 | -8 | -17 | -0.2 | -4 | -2
COC(=O)c1cc(C#N)c(SCc2ccccc2)nc1C | -7 | 7 | -2 | 9 | -5 | -8 | 0.7 | 2 | -1
COC(=O)[C@@H]1Cc2c([nH]c3ccccc23)C(C)(C)N1C(=O)CCl | -4 | 8 | 8 | -31 | -3 | -3 | 0.0 | nt | 1
Cc1ccc(N(CC2CO2)S(=O)(=O)c2ccc([N+](=O)[O-])cc2)cc1 (stereo unspecified) | -1 | 6 | 0 | 1 | -5 | -1 | -1.1 | 1 | 1
C/C(=N\NC(=O)c1c[nH]c2ccccc12)c1ccc(C)o1 | -3 | 5 | 1 | -13 | 0 | -5 | 8.0 | -7 | 1
CC(C)C(NC(=O)c1ccccc1NC(=O)c1ccccc1)C(=O)NNC(=O)c1ccncc1 (stereo unspecified) | 7 | -18 | 0 | -12 | -2 | -13 | 0.9 | 5 | 8
